# IkB sig inh: suppresses IkB signaling in ABC-DLBCL reporter cells. 110,000 compounds, 0.04% hits. Potency, µM (highest dose often 57.1 µM), for inactives: at the top dose IkBa stabilization activation. ABC-DLBCL IkBa-CBG/CBR dual luciferase ratio, 4 h; response scale: scaled: untreated 0%, proteasome inhibitor 100%. AID 445; active means well fitted curve in the direction sought with a large enough effect in the signal ratio, not every such curve was filed as active; inconclusive means small, poorly fitted or top-dose-only effect, or a change in a side signal; the % refers to the signal ratio;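 further: the direction sought is a rising ratio; 0% = basal untreated cells and 100% = reference inhibitor full response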
#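 Curves were fitted separately to fusion (green), unfused (red) and ratio luminescence, then classed by r2, magnitude and activity. Cells: OCI-Ly3, 4 h compound plus doxycycline at 37C; 10 uM MG-132 defined full response.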
# Peg3 imprint: inducers of genomic imprint erasure in mouse ES cells | mouse ES Peg3-LacZ reporter, beta-gal luminescence, 40 h | Potency, µM (titrated, usually from 60.7 µM), without a hit: at the top dose activity change, positive = activation, hits mostly activators | 110,000 compounds, 0.02% hits;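 further: 0% = negative control wells on the plate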
#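 Readout: BetaGlo luminescence (5 min, room temp) for LacZ from the normally silent maternal Peg3 allele in female Peg3LacZ-Neo ES cells. Cells 300/well, 40 h, 37C, 5% CO2. Data normalized per plate to negative controls.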
# p53ts 32C kill: p53ts cell cytotoxicity, permissive temperature. 130,000 compounds, 0.93% hits. Potency, µM (top dose mostly 46.1 µM), for the others: top-dose activity change, negative = cytotoxicity, usual class: cytotoxic. H1299-p53A138V at 32C, ATP luminescence viability, 24 h;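 further: 0% = DMSO and -100% = full killing by reference compound; nearly all actives have a fitted effect of over 55% in size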
#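 H1299-p53 A138V cells (temperature-sensitive p53) exposed 24 h to up to 46 uM compound at 32C, where p53 is wild-type in conformation. Viability read as ATP luminescence and normalised to DMSO and 100 uM tamoxifen. AC50 fitted with the Hill equation.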
# p53ts 39C kill: kills p53ts cells at the nonpermissive temperature. H1299-p53A138V viability at 39C, ATP luminescence, 24 h. Potency, µM (titrated, usually from 46.1 µM), inactives show top-dose activity change, negative = cell killing, most hits filed as cytotoxic. 130,000 compounds, 1.5% hits. AID 902; further: nearly all actives have a fitted effect of over 55% in size
# * = called active by the depositor; ? = inconclusive; / = not tested or not shown; [ ] = another dose, or the depositor's remark. Unless noted, the call rests on the fitted dose curve; in most records, active means well fitted curve in the direction sought with a large enough effect; inconclusive means small, poorly fitted or top-dose-only effect, or another doubt; inactive means no such curve, though single readings can be large; an effect the other way counts as inactive or inconclusive. Unless noted, on the % scale 0 is the no-effect control and ±100 the full control effect; potency means the concentration at half of the fitted maximal effect. Hits appear at their usual frequency. Share with any hit: about 1.8%.
SMILES | IkB sig inh | Peg3 imprint | p53ts 32C kill | p53ts 39C kill
Cc1nn2c(=O)cc(COC(=O)c3cccc(NC(=O)CCc4ccccc4)c3)nc2s1 | ? | 12%[10.9 µM] | 4% | -9%
CCOc1ncccc1C(=O)OCC(=O)N1CC(=O)Nc2ccccc21 | 0.6% | 5% | 5% | -9%
CCC(Sc1nc(-c2ccccc2)cc(=O)[nH]1)C(=O)O (stereo not drawn) | -0.8% | -3% | 17% | 10%
CCc1ccc(Nc2ncnc3c2cnn3-c2cc(Cl)ccc2C)cc1 | -1.5% | -17%[10.9 µM] | -3% | -15%
CN1CCN(C(=O)C2CCN(S(=O)(=O)c3cnc[nH]3)CC2)CC1 | 0.2% | -13% | 1% | -5%
CCOc1ccc(S(=O)(=O)NCc2cccn2Cc2cccc(C)c2)cc1 | ? | 12%[10.9 µM] | 8% | -6%
COc1ccc2c3c(c(=O)oc2c1OCC(=O)C(C)(C)C)CCCC3 | -0.9% | -5% | 4% | -4%
O=C1c2ccccc2C(=O)N1c1n[nH]c(CCc2ccccc2)n1 | 0.2% | -3% | 2% | 0%
Cc1ccc(CCNC(=O)C2CCCN(S(=O)(=O)c3cnc[nH]3)C2)cc1 (stereo not drawn) | 2.4% | -4% | -7% | 10%
Cc1cccn2c(=O)c(C(=O)NCCc3ccc(Cl)cc3)cnc12 | ? | -5%[10.9 µM] | -6% | -23%
CC(=O)S[C@H]1CC2=CC(=O)CC[C@@]2(C)[C@H]2CC[C@@]3(C)[C@H](CC[C@]34CCC(=O)O4)[C@@H]12 | -4.9%[25.6 µM] | -6%[16.8 µM] | 4%[20.6 µM] | -6%[20.6 µM]
COc1cccc(NC(=O)CSCn2nnc3c(=O)[nH]c(Cc4ccc(F)cc4)nc32)c1 | -0.1% | -10%[10.9 µM] | 5% | -8%
COC(=O)c1ccc(NC(=O)CCc2c(C)nn(-c3ccc(N4CCCCC4)nn3)c2C)cc1 | ? | -16%[10.9 µM] | ? | ?
Cc1ccc(S(=O)(=O)N2CCN(Cc3ccc4c(c3)OCO4)CC2)cc1 | ? | -7%[10.9 µM] | 0% | 17%
CC1(C)C=C(c2ccc(O)cc2)CC(C)(C)N1 | 2.8% | 2% | -10% | 1%
CCC(=O)C1=C(c2ccc(C)cc2)N(C(=O)CC)n2c(nnc2C2CCCCC2)S1 | -2.4% | -9%[10.9 µM] | 0% | 5%
COc1ccc2c(CNCCc3cccs3)c(C(=O)O)n(Cc3cccc(F)c3)c2c1 | ? | -4%[10.9 µM] | 14% | -15%
Cc1csc(NC(=O)CSc2nnc(-c3ccncc3)o2)n1 | ? | -45%[inhibitor] | -18% | -26%
O=C(O)c1cccc(N2C(=O)C3CC=C(Cl)CC3C2=O)c1 (stereo not drawn) | -1.9% | -5% | 7% | 3%
O=C1CCCc2nc(N3CCN(Cc4ccccc4)CC3)ncc21 | 1.4% | -21% | 4% | -8%
Cc1ccccc1-c1nc(CS(=O)CC(=O)NCCc2ccc(Cl)cc2)c(C)o1 (stereo not drawn) | 1.0% | -5%[10.9 µM] | 8% | -24%
C(=N/n1c2ccccc2c2ccccc21)/c1ccco1 | -0.8% | -11% | 0% | -4%
CCOC(=O)N1CCC(NC(=O)C2CCC(Cn3c(=O)[nH]c4ccccc4c3=O)CC2)CC1 (stereo not drawn) | 0.4% | -9% | -2% | -9%
c1ccc(N2CCN(c3nnnn3-c3ccccc3)CC2)cc1 | 3.5% | -14% | -13% | -6%
COc1ccc(-n2nnc3c(=O)n(CC(=O)N4CCC(C)CC4)cnc32)cc1 | 1.5% | 0% | 0% | 2%
Cc1csc(SCC(=O)Nc2ccccn2)n1 | ? | -26% | 35%[activator] | 21%
CCOC(=O)N1CCC(NC(=O)c2ccc3c(c2)N(Cc2ccc(Cl)cc2)C(=O)c2ccccc2S3(=O)=O)CC1 | 0.0% | -6%[10.9 µM] | 20% | -12%
CC(C)(C)c1cnnn1-c1ccc(C=O)cc1 | / | / | 1% | 8%
Cc1ccc2oc(=O)c3cc(C(=O)Nc4ccc(C)c(F)c4)sc3c2c1 | -0.3% | 9%[10.9 µM] | 3% | 14%
COc1ccc(CCNC(=O)c2csc3c2CCCCC3)c(OC)c1 | -0.8% | -5%[10.9 µM] | ? | -25%
CCOc1ccc(S(=O)(=O)NCCc2sc3nc(-c4ccc(F)cc4)nn3c2C)cc1 | 2.4% | -19%[10.9 µM] | -3% | -20%
O=C(O)CCc1ccc(-c2ccccc2)n1-c1cccc(Br)c1 | ? | -7%[10.9 µM] | -2% | 4%
Cc1ccc(-n2c(=O)c3c(C)c(C)sc3n(Cc3ccc(F)cc3Cl)c2=O)cc1C | -0.4% | -8%[10.9 µM] | 6% | -8%
Cc1ccc(C(=O)c2cn(Cc3cccc(F)c3)c3nc(C)ccc3c2=O)cc1 | ? | 7%[10.9 µM] | 8% | 1%
CC(=O)Oc1ccc2c(c1C(C)C)CCC1C(C)(C)CCC[C@@]21C (stereo partly drawn) | / | -20% | ? | 13µM*
O=C(CCn1c(=O)sc2ccccc21)Nc1nccs1 | 2.3% | 4% | ? | ?
COCCn1nnnc1C(CC(C)C)N1CCN(C(=O)c2ccco2)CC1 (stereo not drawn) | 0.5% | -4% | -2% | 3%
COc1ccccc1-c1noc(CCCC(=O)Nc2cc(C)ccc2C)n1 | -0.9% | -4%[10.9 µM] | 6% | -1%
CC(NC(=O)CCc1cn(Cc2ccccc2Cl)c2ccccc12)c1ccccc1 (stereo not drawn) | 2.6% | -5%[10.9 µM] | -2% | 7%
O=C(Nc1ccc(N2CCN(C(=O)c3ccco3)CC2)cc1)c1ccc(F)cc1 | -0.2% | / | -10% | 0%

# 4 structures from above, sorted by heavy-atom count, high to low:
SMILES | IkB sig inh | Peg3 imprint | p53ts 32C kill | p53ts 39C kill
Cc1ccc(-n2c(=O)c3c(C)c(C)sc3n(Cc3ccc(F)cc3Cl)c2=O)cc1C | -0.4% | -8%[10.9 µM] | 6% | -8%
Cc1ccc(C(=O)c2cn(Cc3cccc(F)c3)c3nc(C)ccc3c2=O)cc1 | ? | 7%[10.9 µM] | 8% | 1%
COc1ccc(-n2nnc3c(=O)n(CC(=O)N4CCC(C)CC4)cnc32)cc1 | 1.5% | 0% | 0% | 2%
CC(=O)Oc1ccc2c(c1C(C)C)CCC1C(C)(C)CCC[C@@]21C (stereo partly drawn) | / | -20% | ? | 13µM*

# The list goes on:
SMILES | IkB sig inh | Peg3 imprint | p53ts 32C kill | p53ts 39C kill
COc1ccc(COC(=O)c2[nH]c3c(c2C)C(=O)CC(c2ccc(OC)c(OC)c2)C3)cc1 (stereo not drawn) | ? | -11%[10.9 µM] | -7% | -29%
FC(F)(F)c1cc(-c2ccccc2)nc(N2CCCCCC2)n1 | 0.5% | -1% | 2% | 2%
CCSc1ncc(Cl)c(C(=O)Nc2ccc(S(=O)(=O)N(C)c3ccccc3)cc2)n1 | -0.7% | -18%[10.9 µM] | 6% | -13%
Cc1cccc(NC(=O)Cn2c(=O)n(CCCCCC(=O)NCc3ccc4c(c3)OCO4)c(=O)c3sccc32)c1 | ? | 9%[10.9 µM] | 10% | 2%
CCOC(=O)c1sc(N2C(=O)C(O)=C(C(=O)c3ccco3)C2c2ccccc2)nc1C (stereo not drawn) | -2.3% | -6% | 5% | 4%
Cc1cccc(-c2noc(CN(C(=O)c3ccc(C)c(C)c3)C(C)C)n2)c1 | ? | 9%[10.9 µM] | 9% | ?
CC(C)(C)c1nc(NCC2CCCO2)c2nnn(Cc3ccccc3)c2n1 (stereo not drawn) | 1.7% | -6% | -11% | 4%
O=C(Nc1nncs1)c1c(F)c(F)c(F)c(F)c1F | 16% | -6% | -11% | -10%
O=C(C1=C(O)C(=O)N(CCN2CCOCC2)C1c1ccccn1)c1cccs1 (stereo not drawn) | ? | -41%[inhibitor] | -14% | 1%
COC(=O)c1c(NC(=O)c2cccs2)sc2c1CCCC2 | 0.7% | -11% | -11% | -13%
COc1cccc(Cn2c(=O)n(CC3CCC(C(=O)N4CCCCC4)CC3)c(=O)c3sccc32)c1 (stereo not drawn) | ? | 6%[10.9 µM] | 18% | -3%
CCN1C(=O)C(Cc2nc3ccccc3c(=O)n2-c2ccc(OC)cc2)c2cc(C)ccc21 (stereo not drawn) | 0.2% | 12%[10.9 µM] | 22% | -6%
COc1ccccc1NC=C1C(=O)OC(C)(C)OC1=O | -5.2% | -8% | -18% | 10%
COc1ccc(C2C=C(c3cccc(OC)c3)Nc3c(C(=O)Nc4ccccc4)cnn32)cc1 (stereo not drawn) | ? | 13%[10.9 µM] | 3% | 26%
CCOC(=O)c1ccc(NC(=O)c2c(NCc3sccc3C)sc3c2CCCCC3)cc1 | 12% | -8%[10.9 µM] | 9% | 4%
COc1ccc(NC(=O)c2cnc3ccccn3c2=O)cc1OC | 1.5% | -6% | -14% | -14%
COc1ccc(C(=O)N2CCCC(c3nc(-c4cccs4)no3)C2)cc1 (stereo not drawn) | 1.7% | -18% | 0% | -4%
Cc1ccc(N2CC(C(=O)Nc3ccncc3)CC2=O)cc1 (stereo not drawn) | -1.2% | 3% | 5% | 7%
CN(C1CCCCC1)S(=O)(=O)c1ccc2c(c1)c(=O)c(C(=O)NCCc1ccc(Cl)cc1)cn2C | ? | -7%[10.9 µM] | 0% | 2%
CCN(CC)S(=O)(=O)c1cccc(-c2nnc(SCC(=O)c3cc(C)n(C4CC4)c3C)o2)c1 | 0.4% | -3% | -10% | -3%
Cc1ccc(-c2nn(C)c(=O)c3ccccc23)cc1CNS(C)(=O)=O | 6.1% | -34%[inhibitor] | 9% | -3%
Cc1ccccc1P(=O)(CO)c1ccccc1C | -3.6% | -3% | 0% | -1%
CC(C)Oc1ccc(C(=O)CCN2CCCCC2)cc1 | / | / | 6% | 19%
Cc1nc2ccc(S(=O)(=O)NC(C(=O)NC3CCCC3)C(C)C)cc2s1 (stereo not drawn) | -0.8% | -2% | -5% | 6%
CC(C)c1cc(NC(=O)CSc2nnc(-c3ccccc3F)n2C)on1 | 1.2% | -9% | 10% | -3%
COc1ccc(C(=O)CCC(=O)Nc2ccc(C)c(Cl)c2)cc1 | -1.0% | -10%[10.9 µM] | 8% | 6%
O=C(CCn1c(=O)c2cccn2c2cccnc21)N1CCN(c2cccc(Cl)c2)CC1 | -0.6% | -20%[10.9 µM] | 3% | -1%
CC(C)OC(=O)NCCOC(=O)Nc1cccc(Cl)c1 | 2.6% | -9% | -8% | -14%
Cc1cc(=O)oc2cc(OCc3nnc(-c4ccccc4Br)o3)ccc12 | 0.0% | -14% | -5% | -9%
O=C(NCC1CCCO1)c1sc(=S)n2c1[nH]c(=O)c1ccc(C(=O)N3CCCCC3)cc12 (stereo not drawn) | -0.3% | -14% | -6% | -8%
Cc1cc2nc(NC3=NCN(Cc4ccc5c(c4)OCO5)CN3)nc(C)c2cc1C | 0.9% | -23% | 1% | 7%
CC1=C(C(=O)NCc2ccc3c(c2)OCO3)C2(CCC(C)CC2)OC1=O (stereo not drawn) | 2.1% | -9% | 0% | -3%
Cc1cc(C)cc(-n2c(SCC(=O)Nc3cccc(F)c3)nc3c([nH]c4ccccc43)c2=O)c1 | 3.7% | ? | 19% | ?
CCC(=O)N1CCc2cc(S(=O)(=O)NC(C(=O)NCc3ccccc3Cl)C(C)C)ccc21 (stereo not drawn) | -5.0% | ? | -2% | 28%
O=c1ccc2c(o1)/C(=C/C=C(Cl)Cl)CCC2 | 3.5% | -14% | -4% | 8%
C=CCc1cccc2cc(C(=O)N3CCN(C(=O)OCC)CC3)c(=O)oc12 | ? | 2% | -1% | -2%

# Some of the entries above, set out differently:
# The line under a structure holds: IkB sig inh, Peg3 imprint, p53ts 32C kill, p53ts 39C kill
- Cc1ccc(-c2nn(C)c(=O)c3ccccc23)cc1CNS(C)(=O)=O
    6.1%, -34%[inhibitor], 9%, -3%
- Cc1ccccc1P(=O)(CO)c1ccccc1C
    -3.6%, -3%, 0%, -1%

# Single records (already shown). Screens in order: IkB sig inh, Peg3 imprint, p53ts 32C kill, p53ts 39C kill
# Record of O=C(CCn1c(=O)c2cccn2c2cccnc21)N1CCN(c2cccc(Cl)c2)CC1 = -0.6%, -20%[10.9 µM], 3%, -1%
# Record of Cc1nc2ccc(S(=O)(=O)NC(C(=O)NC3CCCC3)C(C)C)cc2s1 (stereo not drawn) = -0.8%, -2%, -5%, 6%

# Compound activity deposited in PubChem BioAssay by National Center for Advancing Translational Sciences (NCATS).
